Assay outcomes from PubChem BioAssay.
ASM inhibitor: blocks human secretory acid sphingomyelinase. P17405. Potency, µM (highest dose often 57.5 µM), without a hit: at the top dose activity change, negative = inhibition, usual class: inhibitors. AID 504937. 340,000 compounds, 0.006% hits. placental ASM, HMU-PC fluorogenic substrate, 60 min; note: potency is the fitted concentration of half-maximal effect
Target sequence (P17405 47-631 limits assumed): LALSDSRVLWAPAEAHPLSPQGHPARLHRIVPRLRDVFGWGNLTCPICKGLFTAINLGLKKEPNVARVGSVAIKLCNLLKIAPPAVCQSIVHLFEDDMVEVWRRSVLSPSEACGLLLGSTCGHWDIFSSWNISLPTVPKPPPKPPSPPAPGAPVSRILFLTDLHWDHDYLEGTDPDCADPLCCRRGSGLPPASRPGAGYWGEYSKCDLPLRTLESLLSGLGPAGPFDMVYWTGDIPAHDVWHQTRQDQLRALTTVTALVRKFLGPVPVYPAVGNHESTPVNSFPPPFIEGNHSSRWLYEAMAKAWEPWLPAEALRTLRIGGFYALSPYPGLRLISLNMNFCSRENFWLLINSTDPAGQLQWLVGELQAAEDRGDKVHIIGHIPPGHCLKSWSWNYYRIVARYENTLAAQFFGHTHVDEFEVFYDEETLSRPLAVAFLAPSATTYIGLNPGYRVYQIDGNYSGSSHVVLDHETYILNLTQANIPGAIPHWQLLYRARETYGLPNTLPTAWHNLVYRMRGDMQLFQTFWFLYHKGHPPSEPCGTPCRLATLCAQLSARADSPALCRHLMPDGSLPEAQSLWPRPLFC
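Steps: dispense placental human ASM, pin compound, wait 10 min at room temperature, add HMU-PC0 substrate at 9 uM final, incubate 60 min at 37 °C, add stop solution raising pH to 10, read fluorescence.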
TCR activator: activators of T cell receptors; primary human leukocytes, anti-CD3, IL-2 HTRF, 48 h; 330,000 tested, under 10 active; Potency, µM (top dose mostly 9.22 µM), without a hit: at the top dose activation of IL-2 secretion, hits mostly activators; note: % of control where 0% means no effect
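Activity was scored as IL-2 release from primary human leukocytes given only a TCR signal (a-CD3 beads) plus compound for 48 hr. Detection used a two-antibody HTRF format read at 665nm.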
Mito fusion yeast: inhibitors of mitochondrial division or activators of mitochondrial fusion; 320,000 compounds, 0.23% hits; AID 485298; S. cerevisiae fusion-defective mutant growth rescue, CellTiterGlo 48 h; Potency, µM (titrated, usually from 46.1 µM), for the others: at the top dose growth rescue (activation), actives largely listed as activators;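 note: potency is the fitted concentration of half-maximal effect; % of control where 0% means no effect; nearly all actives have a fitted effect of over 45% in size; temperature-sensitive fusion mutants such as fzo1-1 at 37 °C on non-fermentable ethanol glycerol medium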
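Temperature-sensitive fusion-defective S. cerevisiae (e.g. fzo1-1, mgm1-5) were grown with compound in YPEG medium (3% ethanol, 3% glycerol) for 48 hours at 37C. Growth rescue was measured as viability by CellTiterGlo luminescence after 10 minutes at ambient.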
Integrin act MD: integrin-mediated muscular dystrophy alleviation activation; alpha7betagal myoblasts, beta-gal FDG fluorescence, 48 h; Potency, µM (titrated, usually from 38.3 µM), for the others: at the highest dose activation, most hits filed as activators; 350,000 compounds, 0.064% hits;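 note: potency is the fitted concentration of half-maximal effect; 100% = response of the positive control SU9516; nearly all actives have a fitted effect of over 60% in size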
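alpha7betagal+/- myoblasts (passage 13, 250/well) treated 48 h at 37C with compounds at 1:260 dilution of DMSO stock. Lysed, then beta-galactosidase activity read as FDG fluorescence (ex 480/em 540) after 30 min, with pre-read for autofluorescence.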
TSHR antagonist: human thyrotropin receptor antagonism | TSHR-expressing cells, TSH-stimulated cAMP HTRF, 2 h; stronger effect = lower value | 330,000 compounds, 0.2% hits | P16473 | activity change, negative = inhibition, % at 11.5 µM;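 active = activity change below a set negative limit, meaning inhibition stronger than a set level, cut at about -70% in these data; inconclusive = activity change between two set negative limits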; note: % is set by controls: 0 for no effect and ±100 for the full control effect
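Cell-based HTRF cAMP assay; TSHR cells + compound, TSH EC80 (4nM final), 2 h, 37 deg C. Lysis with anti-cAMP cryptate and cAMP-d2, 30 min RT, read 665/620 nm.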
Tb PFK inh: blocks T. brucei phosphofructokinase | O15648 | T. brucei PFK, ADP-Glo luminescence | Potency, µM (highest dose often 57.5 µM), inactives show top-dose activity, negative = inhibition, hits mostly inhibitors | 330,000 compounds, 0.17% hits | AID 485367;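 note: potency is the fitted concentration of half-maximal effect; 0% = uninhibited 1x PFK enzyme wells and -100% = no-enzyme wells; nearly all actives have a fitted effect of over 60% in size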
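1.25 nM PFK with 0.5 mM F6P and 0.1 mM ATP in 0.1 M TEA pH 8.0, 5 mM MgCl2, incubated 45 min at room temperature; ADP measured by ADP-Glo luminescence; compounds titrated up to 57 uM.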
TSG101-PTAP inh: blocks PTAP/TSG101 interaction to inhibit HIV-1 budding. Fluorescence polarization, FITC-PTAP peptide / Tsg101 binding. Potency, µM (series often up to 115 µM), inactives show top-dose activity change, negative = inhibition, most hits filed as inhibitors. 340,000 tested, under 10 active. AID 493005; active = well fitted inhibition curve with a large enough effect in the main read-out, with a control signal flat, not every such curve was filed as active; inconclusive = small, poorly fitted or top-dose-only effect, or effect the other way, or a change in a side signal; inactive = no such curve, though single readings can be large or run the other way; note: potency is the fitted concentration of half-maximal effect; % of control where 0% means no effect
Target sequence (Q99816 whole entry, looked up): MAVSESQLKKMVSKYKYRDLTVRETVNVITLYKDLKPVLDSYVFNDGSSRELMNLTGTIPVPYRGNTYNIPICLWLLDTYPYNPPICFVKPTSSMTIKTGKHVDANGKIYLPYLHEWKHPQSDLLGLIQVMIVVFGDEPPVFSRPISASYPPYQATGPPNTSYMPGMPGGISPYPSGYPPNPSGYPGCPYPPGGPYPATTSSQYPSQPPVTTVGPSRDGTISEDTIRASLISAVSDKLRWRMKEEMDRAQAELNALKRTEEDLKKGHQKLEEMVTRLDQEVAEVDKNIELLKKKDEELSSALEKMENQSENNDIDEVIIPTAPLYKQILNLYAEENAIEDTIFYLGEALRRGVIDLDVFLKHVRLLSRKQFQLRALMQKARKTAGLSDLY
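Compounds were pin-transferred onto Tsg101 binding domain (10 uM final) in HEPES pH 7.5 buffer, then FITC-PTAP peptide was added at 50 nM final. After 20 min at RT, polarization reported peptide displacement across a qHTS concentration series.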
ELG1 DNA repair: ELG1-dependent DNA repair inhibition | Potency, µM (top dose mostly 46.1 µM), without a hit: at the highest dose activity change, negative = inhibition, usual class: inhibitors | HEK293T ELG1-luciferase reporter, luminescence, 16 h; DNA damage induced by 5-fluorouridine | 330,000 compounds, 2.3% hits | AID 504467; note: potency is the fitted concentration of half-maximal effect; % is set by controls: 0 for no effect and ±100 for the full control effect; nearly all actives have a fitted effect of over 55% in size
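Step one: seed 2,000 cells per well. Step two: pin-transfer compound or DMSO alongside 5-fluorouridine. Step three: incubate 16 hr, 37 °C, 5% CO2. Step four: add ONE-Glo, wait 30 min, read luminescence.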
BCR signal inh: inhibitors of chronic active B-cell receptor signaling; ABC-DLBCL IkBa-CBG/CBR reporter, luminescence ratio, 4 h; 340,000 compounds, 0.05% hits; AID 493014; Potency, µM (highest dose often 46.1 µM), inactives show at the highest dose ratio change, negative = lower green/red ratio, most hits filed as inhibitors; active = well fitted inhibition curve with a large enough effect in the signal ratio, with a control signal flat, not every such curve was filed as active; inconclusive = small, poorly fitted or top-dose-only effect, or effect the other way, or a change in a side signal; the % refers to the signal ratio;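 note: potency is the fitted concentration of half-maximal effect; plate controls were basal doxycycline-induced cells for no effect and cells given 10 µM MG132 for full effect; MG132 reads +100%, hits lower the ratio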
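Cell line TMD8 (human ABC DLBCL), stably expressing tet-inducible CBG68-IkBa fusion and CBR; IMDM/0.5% FBS; cpd up to 46 uM; dox induction, 4 h, 37C/5% CO2; dual luminescence; green/red ratio; MG132 control.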
Eya2 phos inh: inhibitors of human Eya2 phosphatase activity. AID 488837. Potency, µM (series often up to 76.9 µM), without a hit: at the highest dose activity, negative = inhibition, actives largely listed as inhibitors. O00167. 330,000 compounds, 0.006% hits. recombinant Eya2, OMFP fluorescence dephosphorylation (OMFP is methylfluorescein phosphate); note: potency is the fitted concentration of half-maximal effect; % is set by controls: 0 for no effect and ±100 for the full control effect
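Eya2 protein (added as 0.2 uM solution) was preincubated with compound for 10 min at ambient temperature in 50 mM HEPES pH 7.5, 50 mM NaCl, 5 uM MgCl2, 0.05% BSA, 1 mM DTT. OMFP (added at 50 uM) then reacted 10 min; fluorescence read at 485/525 nm.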
AT treatment: potential ataxia-telangiectasia treatment; […] A-T fibroblasts, KAP-1 phosphorylation AlphaLISA; neocarzinostatin DNA damage 30 min before lysis; Potency, µM (top dose mostly 57.5 µM), for the others: top-dose activation, most hits filed as activators; 320,000 compounds, 0.19% hits; note: potency is the fitted concentration of half-maximal effect; % of control where 0% means no effect; nearly all actives have a fitted effect of over 45% in size
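ATM-like activity read as KAP-1 phosphorylation via AlphaLISA donor/acceptor antibody pairs after lysis and 6 hr at 25C. Cells were ATM-null patient fibroblasts ([…], hTERT), dosed 60 min, then exposed to the DSB inducer NCS for 30 min.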
An asterisk follows results filed as active; i = inactive; ? = inconclusive; · = not tested or not shown; & = joins results of further samples; [ ] = remark or other dose. Unless noted, calls come from the whole dose curve; as a rule, active = well fitted curve in the direction sought with a large enough effect; inconclusive = small, poorly fitted or top-dose-only effect, or another doubt; inactive = no such curve, though single readings can be large; an effect the other way counts as inactive or inconclusive.

Below each compound: ASM inhibitor	TCR activator	Mito fusion yeast	Integrin act MD	TSHR antagonist	Tb PFK inh	TSG101-PTAP inh	ELG1 DNA repair	BCR signal inh	Eya2 phos inh	AT treatment
1	CC(=O)Nc1cccc(NC(=O)CCn2cnc3cc(C)c(C)cc32)c1
  -1%	3%	2%	17%	-10	0%	-4%	-4%	0%	9%	2%
2	Cc1c(C(=O)N2CCN(C3CCS(=O)(=O)C3)CC2)oc2ccc(Cl)cc12 (stereo not given)
  ·	-4%	0%	0%	-10	-2%	-1%	?	0%	16%	3%
3	CCOC(=O)/C=C1\SCC(=O)N1CC(=O)c1ccc[nH]1
  4%	2%	-3%	8%	-11	15%	-1%	-4%	?	19%	10%
4	COc1ccc(NC(=O)/C(Cl)=C(/Cl)S(=O)Cc2ccc(Cl)cc2)cn1 (stereo not given)
  -4%	-1%	2%	-50%[inhibitor]	?	-25%	0%	?	?	2%	-6%
5	CCOc1ccc(C(=O)OCC(=O)Nc2cccnc2Cl)cc1OCC
  -3%	-4%	·	-15%	-10	1%	-3%	?	?	1%	-9%
6	CCS(=O)(=O)C(=C1NCCO1)S(=O)(=O)CC
  3%	2%	-1%	15%	-5	-1%	-1%	6%	-1%	5%	-2%
7	O=C(Nc1nnc(-c2ccncc2)s1)Nc1ccccc1F
  134%[activator]	-3%	2%	?	-19	8%	0%	-20%	?	9%	11%
8	COc1ccc(N(C(C)C(=O)NC2CCCCCC2)S(C)(=O)=O)cc1 (stereo not given)
  -2%	·	-6%	1%	1	-9%	1%	5%	?	15%	-6%
9	COc1ccccc1N1CCN(CC(=O)NCC2CCCO2)CC1 (stereo not given)
  2%	0%[46.1 µM]	0%	-11%	21	-8%	-4%	-3%	3%	-22%	-3%
10	COc1cc(C(=S)N2CCOCC2)cc(OC)c1OC(=O)c1ccc([N+](=O)[O-])cc1[N+](=O)[O-]
  0%	2%	-7%	-37%	2	-5%	0%	-19%	-5%	-2%	-8%
11	Cc1nn(-c2ccccc2)c(Cl)c1C(=O)NCc1cccs1
  2%	9%[46.1 µM]	1%	-14%	-1	10%	-5%	9%	18%	2%	7%
12	CCNS(=O)(=O)c1ccc(CCC(=O)N2CCN(c3cc(Cl)ccc3C)CC2)cc1
  -1%	4%	-24%	-7%	-14	-1%	2%	12µM*	0%	-3%	9%
13	COC(=O)C1=CN(C(C)c2ccccc2)C=C(C(=O)OC)C1c1cc(OC)c(OC)c(OC)c1 (stereo not given)
  i	-5%	-4%	17%	19	0%	-2%	-1%	?	2%	7.1µM*
14	O=C(Nc1cc(S(=O)(=O)N2CCOCC2)ccc1N1CCOCC1)c1cc(=O)[nH]c2ccccc12
  7%	3%	-11%	-8%	7	-8%	-3%	1%	1%	0%	-3%
15	COc1cccc(NC(=O)Cn2cnc3sc(C)c(S(=O)(=O)N4CCCCC4)c3c2=O)c1
  -1%	4%	-1%	-23%	24	-7%	-5%	?	?	14%	9%
16	Cc1ccnc(NC(=O)CCC(=O)N(CC(=O)NC(C)(C)C)C2CCCC2)c1
  -3%	-2%	1%	-17%	20	15%	-2%	14%	1%	19%	-1%
17	CC(=C/c1ccc(C(C)C)cc1)/C=N/NC(=O)CSc1ccccn1
  -17%	1%	18%	-15%	5	-1%	-4%	?	0%	-9%	-3%
18	COc1cc(NC(=O)CN2C(=O)COc3ccc(S(=O)(=O)N4CCOCC4)cc32)cc(OC)c1
  0%	-1%	-4%	-29%	-5	-1%	-3%	5%	-6%	10%	4%
19	CC1CC(C)CN(C(=O)COC(=O)CCC(=O)c2cccs2)C1 (stereo not given)
  4%	-9%[46.1 µM]	·	16%	2	-2%	-11%	5%	?	1%	4%
20	c1ccc2c(c1)[nH]c1c(N3CCOCC3)ncnc12
  -2%	-1%	-5%	2%	-1	-1%	-1%	?	-8%	6%	-20%

A few values from the entries so far.
Integrin act MD, `Cc1ccnc(NC(=O)CCC(=O)N(CC(=O)NC(C)(C)C)C2CCCC2)c1` = -17%
TCR activator, `CCOc1ccc(C(=O)OCC(=O)Nc2cccnc2Cl)cc1OCC` = -4%
AT treatment, `CC(=C/c1ccc(C(C)C)cc1)/C=N/NC(=O)CSc1ccccn1` = -3%

(cont.)
item	mol	ASM inhibitor	TCR activator	Mito fusion yeast	Integrin act MD	TSHR antagonist	Tb PFK inh	TSG101-PTAP inh	ELG1 DNA repair	BCR signal inh	Eya2 phos inh	AT treatment
21	O=C(NCc1ccco1)c1cc2cc3ccc(Cl)cc3nc2o1	1%	6%	-3%	-40%	4	3%	0%	18%	?	-3%	-6%
22	CCOC(=O)N1CCN(C(=O)CSc2nc(CC)nc3c2c(=O)n(C)c(=O)n3C)CC1	0%	-27%	-1%	-26%	-15	1%	-4%	6%	?	2%	-1%
23	COc1ccc(OC)c(CC(NC(C)=O)C(=O)NC2CCN(c3nnnn3-c3ccccc3)CC2)c1 (stereo not given)	1%	8%	-1%	-8%	-4	-10%	-6%	-4%	4%	16%	-9%
24	Cc1ccc(C(C(=O)NC2CCCCC2)N(C(=O)Cc2c[nH]c3ccccc23)c2ccccc2)o1 (stereo not given)	-2%	-4%	-2%	-25%	14	-3%	-18%	4%	?	-12%	-14%
25	Cc1ccc(-c2cc(C(=O)Nc3cccnc3)c3ccccc3n2)s1	366%[activator]	-12%	9%	-12%	-14	4%	-2%	-3%	15%	-11%	14%
26	Cc1ccc2c(c1)nnn2C1CCN(S(=O)(=O)c2ccc(C(=O)N(C)C)cc2)CC1	-3%	1%[46.1 µM]	4%	-14%	-11	-4%	0%	18µM*	0%	0%	3%
27	CCCCOc1ccc(C(=O)N(Cc2ccccc2)C2CCS(=O)(=O)C2)cc1 (stereo not given)	-4%	3%	4%	-11%	4	3%	-2%	-23%	-2%&-6%	-5%	1%
28	CN(C)S(=O)(=O)c1ccc(N2CCCC2)c(C(=O)Nc2nc(-c3ccc(F)cc3)cs2)c1	-4%	2%[46.1 µM]	-9%	18%	-11	0%	-5%	-25%	-3%	2%	2%
29	CN1CCN(c2nc3c(c(=O)n(C)c(=O)n3C)n2CC(=O)C23CC4CC(CC(C4)C2)C3)CC1	-3%	·	0%	0%[7.66 µM]	5	2%	-3%	-5%	-8%	16%	0%
30	O=C(NC(NC(=S)Nc1ccc(Cl)cc1Cl)C(Cl)(Cl)Cl)c1cccc([N+](=O)[O-])c1 (stereo not given)	-10%	1%	-4%	-59%[inhibitor]	?	3%	-1%	21%	?	1%	-7%
31	CC(CN1CCCCC1)OC(=O)c1ccc(Cl)cc1 (stereo not given)	-3%	4%	-2%	1%	3	7%	-1%	5%	1%	7%	4%
32	FC(F)(F)c1ccccc1-n1c(CN2CCCCC2)n[nH]c1=S	2%	3%	-5%	-1%	3	-2%	-4%	11%	6%	-14%	6%
33	c1ccc(C2COC(c3cccs3)=N2)cc1 (stereo not given)	3%	3%	0%	-3%	-5	-1%	1%	?	-2%	-5%	7%
